Assay outcomes: PubChem BioAssay, NMMLSC
MEP2 TOR yeast – modulators of TOR pathway MEP2-GFP in S. cerevisiae. S. cerevisiae MEP2-GFP strain, flow cytometry GFP, 3 h; 100% = DMSO control level. GFP response vs DMSO, % at 10 µM. 330,000 tested, 0.51% active. AID 2016;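 active = GFP response versus DMSO above a set limit, roughly screen mean plus 3 SD, cut at about 180% in these data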;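 also: median GFP fluorescence of the barcode-gated MEP2-GFP cells per well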
GRK2 inh – human GRK2 inhibition via aptamer displacement; AID 488847; 330,000 tested, 0.59% active; inhibition of aptamer binding, % at 10 µM; P25098; bead flow cytometry, FAM-aptamer displacement from GRK2;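 active = inhibition of aptamer binding above 40%, roughly 3 SD of noise, on plates passing a quality check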;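 also: median bead fluorescence of bound FAM aptamer so fluorescent compounds give negative values; no value below 0 was filed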
Target sequence (P25098 whole entry, looked up): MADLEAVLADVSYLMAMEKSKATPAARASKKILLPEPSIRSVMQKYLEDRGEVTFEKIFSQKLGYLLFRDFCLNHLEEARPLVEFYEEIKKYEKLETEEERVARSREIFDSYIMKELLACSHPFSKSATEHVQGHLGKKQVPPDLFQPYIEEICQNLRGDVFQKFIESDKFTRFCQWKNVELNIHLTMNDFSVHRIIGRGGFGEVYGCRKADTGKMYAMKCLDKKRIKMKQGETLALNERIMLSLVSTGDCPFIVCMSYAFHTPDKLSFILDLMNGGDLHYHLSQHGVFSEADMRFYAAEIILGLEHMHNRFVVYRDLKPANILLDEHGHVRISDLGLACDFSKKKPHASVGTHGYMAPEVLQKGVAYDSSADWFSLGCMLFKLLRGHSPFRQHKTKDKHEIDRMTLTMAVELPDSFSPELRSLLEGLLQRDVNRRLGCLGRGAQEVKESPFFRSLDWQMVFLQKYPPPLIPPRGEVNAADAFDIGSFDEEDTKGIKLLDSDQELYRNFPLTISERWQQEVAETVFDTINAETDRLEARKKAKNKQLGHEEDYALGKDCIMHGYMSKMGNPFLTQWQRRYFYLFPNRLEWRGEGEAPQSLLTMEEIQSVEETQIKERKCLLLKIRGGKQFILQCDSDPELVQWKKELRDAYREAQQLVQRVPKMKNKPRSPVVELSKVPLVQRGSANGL
RPL19A TOR yeast – alters RPL19A-GFP fluorescence in TOR pathway yeast screen; percent response vs DMSO, % at 10 µM; AID 2025; 330,000 tested, 0.3% active; S. cerevisiae RPL19A-GFP strain, flow cytometry, 3 h; stronger effect = lower value;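 active = percent response vs DMSO below 50%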;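 also: median channel GFP fluorescence of the barcoded RPL19A-GFP strain; ratio of sample median GFP to plate DMSO average so 100% = DMSO; lower means less RPL19A-GFP as with rapamycin TOR inhibition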
CIT2-GFP yeast – modulators of TOR pathway CIT2-GFP in S. cerevisiae; S. cerevisiae CIT2-GFP strain, flow cytometry, 3 h; 100 means same as DMSO wells; 320,000 tested, 0.065% active; GFP response vs DMSO, % at 10 µM;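 active = GFP response relative to DMSO above a set limit, near the screen mean plus 3 SD, cut at about 150% in these data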;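 also: ratio of well median GFP fluorescence to mean of DMSO wells on the plate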
VLA-4 inh – inhibition in a human VLA-4 binding assay; P13612; VLA-4 expressing cells, ligand binding flow cytometry; inhibition, % (about 7 µM as worked out from the volumes in the protocol); 330,000 tested, 0.2% active; AID 2557; in the data active = inhibition above about 50%
CR mimetic SO – lowers age-related superoxide in aged yeast cells | superoxide response (% of plate mean), % at 10 µM | S. cerevisiae aged cells, superoxide DHE fluorescence; stronger effect = lower value | 330,000 tested, 0.18% active;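 active = superoxide response under a set limit, about three screen SD below normal, cut at about 65% in these data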;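 also: yeast aged for seven days with compound at 30 °C before DHE staining; 100% = average MFI of all compound-treated wells on the plate with controls excluded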
LAP4-GFP MLPCN – alters LAP4-GFP fluorescence in TOR pathway yeast screen | S. cerevisiae LAP4-GFP multiplex, flow cytometry GFP, 3 h; median GFP as percent of DMSO wells | GFP response vs DMSO, % at 10 µM | 320,000 tested, 0.34% active | AID 2023;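 active = GFP response vs DMSO above a set limit, about the screen mean plus 3 SD, cut at about 150% in these data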
AGP1 TOR yeast – modulators of TOR pathway AGP1-GFP in S. cerevisiae | S. cerevisiae AGP1-GFP multiplex flow cytometry, 3 h; GFP as percent of DMSO wells | GFP response vs DMSO, % at 10 µM | 320,000 tested, 0.02% active;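 active = GFP response relative to DMSO above a set limit, near screen average plus 3 SD, cut at about 150% in these data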;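 also: median GFP channel fluorescence of the gated AGP1 strain per well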
The depositor's hits bear a star; x = no result given; [ ] = dose if it differs, or a comment.

smiles	MEP2 TOR yeast	GRK2 inh	RPL19A TOR yeast	CIT2-GFP yeast	VLA-4 inh	CR mimetic SO	LAP4-GFP MLPCN	AGP1 TOR yeast
COC(=O)C1=C(Nc2ccc(C)cc2)C=C(C)C(C(=O)OC)C1c1ccc(F)cc1 (stereo unspecified)	103	3	102	98	-7	92	93	101
COc1cccc(NC(=O)CCS(=O)(=O)c2ccc(Br)cc2)c1	96	5	95	88	-2	50*	92	92
COC(=O)c1[nH]nc(C(=O)OC(C)(C)C)c1-c1ccccc1	95	3	96	99	14	94	91	95
O=C1c2ccccc2C(=O)N1OCc1ccccc1[N+](=O)[O-]	98	1	97	96	17	88	96	100
CCN(CC)C(=O)CSc1nc2sc3c(c2c(=O)n1-c1ccc(C)cc1)CC(C)(C)SC3	96	1	104	104	3	105	105	102
O=C(CSc1nnc(COc2ccc(Br)cc2)o1)NC1CCCCC1	106	0	105	113	-5	103	92	99
CC(=O)C1(O)C(C)CC2C3CCC4CC(O)CCC4(C)C3=CCC21C (stereo unspecified)	80	0	92	87	7	75	94	83
CCOc1ccc(Nc2ccc(S(=O)(=O)N3CCN(C)CC3)cc2[N+](=O)[O-])cc1OCC	109	1	99	97	20	86	100	100
Cn1nnnc1SCC(=O)NC(=O)Cc1ccccc1	114	0	91	92	-10	106	99	97
CC[C@@H]1C=C(C(=O)O)[C@H](c2ccc(Cl)cc2)N1S(=O)(=O)c1ccc(C)cc1	98	1	103	94	-40	108	93	102
CCc1ccc(CNC(=O)c2cc3c(C)nc4ccccc4c3o2)cc1	101	0	88	91	-8	102	102	89
CC(C)CCCN1C(Nc2ccccc2)=NC[C@@H]1C	100	0	99	69	24	108	110	79
CCOC(=O)c1c(C)nc2c(c1-c1cc(OC)ccc1OC)C(=O)c1ccccc1-2	105	4	103	106	1	111	99	104
O=C(c1c(O)c2ccccc2oc1=O)C1CCCCC1	101	2	108	104	-9	97	102	108
Cc1nnc(NC(=O)CSc2nnc(NC(=O)C(C)(C)C)s2)s1	111	0	97	90	0	83	124	100
CC(C)CC(c1nnnn1CCc1ccccc1)N1CCC(C(N)=O)CC1 (stereo unspecified)	101	2	98	115	-7	84	107	103
O=C(CCn1c(=O)sc2ccccc21)NCCCn1ccnc1	97	0	95	97	-5	104	98	99
COc1ccc(CCNC(=O)CSc2nc(O)c(CC(C)C)c(=O)[nH]2)cc1OC	107	0	109	107	15	94	106	111
CN1CC(=O)N(CC(=O)NCc2ccc3c(c2)OCO3)C1=O	92	1	94	83	1	97	95	95
O=C(Cc1cccs1)Nc1nnc(-c2ccccc2)s1	99	1	94	95	3	87	94	95
O=C1c2ccccc2C(=O)N1c1ccc(Cl)cc1	104	0	101	120	4	98	90	105
Cc1c(C(=O)OCC(=O)N2C(C)CCCC2C)oc2ccccc12 (stereo unspecified)	96[may fluoresce green]	1	101[may fluoresce green]	96[may fluoresce green]	3	107	96[may fluoresce green]	98[may fluoresce green]
COc1ccc(N2C(=O)C(CC(=O)O)S/C2=C\C(C)=O)cc1 (stereo unspecified)	104	0	101	104	-19	127	101	102
C=CSc1sc(Cl)c(N(C)C)c1[N+](=O)[O-]	102	1	103	99	3	102	93	104
C/C(=N\O)C(C)(C)Nc1ccccc1F	99	1	100	99	3	120	111	107
CC(C)C(=O)Nc1c2c(nn1-c1ccc(F)cc1)CSC2	94	1	95	98	5	103	91	97
Cc1csc(NC(=O)CSc2nc3nc(C)cc(C)n3n2)n1	98	0	95	94	-6	144	95	93
COc1ccc(/C=C/C(=O)NCC(=O)n2nc(C)cc2C)cc1	98	0	96	102	2	97	122	117
CC1Cc2ccccc2N1C(=O)CSc1nnc(CNc2ccccc2)o1 (stereo unspecified)	103	0	108	x	-3	97	105	108
CSc1ncccc1C(=O)NCCc1ccc(Cl)cc1	102	0	94	86	11	106	103	95
COc1ccc(N(CC(=O)Nc2ccc3c(c2)OCO3)S(C)(=O)=O)c(OC)c1	101	0	102	92	-11	118	102	97
CCn1c(CSc2ncccn2)nnc1SCC(=O)N1CCc2ccccc21	109	0	105	92	7	133	104	103
Cc1nc2ccc(N=NN(C)C)cc2[nH]1	102	0	104	x	9	106	x	x
c1ccc(OCCCc2nc(-c3ccncc3)no2)cc1	100	0	97	96	9	94	108	90
CCOCCCNC(=O)C1CCCN(S(=O)(=O)CC)C1 (stereo unspecified)	108	0	106	118	8	95	112	x
COc1cccc(CC(=O)Nc2ccc3nc(C)sc3c2)c1	104	0	116	99	0	156	118	119

Some of these compounds in order of the LAP4-GFP MLPCN value, low to high:
| Compound | LAP4-GFP MLPCN |
| --- | --- |
| O=C1c2ccccc2C(=O)N1c1ccc(Cl)cc1 | 90 |
| CCc1ccc(CNC(=O)c2cc3c(C)nc4ccccc4c3o2)cc1 | 102 |
| c1ccc(OCCCc2nc(-c3ccncc3)no2)cc1 | 108 |

Other structures follow:
smiles	MEP2 TOR yeast	GRK2 inh	RPL19A TOR yeast	CIT2-GFP yeast	VLA-4 inh	CR mimetic SO	LAP4-GFP MLPCN	AGP1 TOR yeast
CCOCCCNC(=O)CN1N=C(c2ccc(C)cc2)CCC1=O	106	3	98	102	13	92	94	91
N#C/C(=C\c1ccc(-c2ccc(C(=O)O)cc2)o1)C(=O)NCC1CCCO1 (stereo unspecified)	102	0	99	90	13	99	94	91
CC(=O)N/C(=N\c1nc(C)cc(C)n1)Nc1ccc(Cl)cc1Cl	111	3	105	100	9	96	102	58
CCCC(=O)Nc1nnc(COC)s1	82	0	85	83	-8	81	78	83
COc1ccccc1NC(=O)CN(Cc1ccco1)C(=O)c1ccc(Cl)nc1	89	3	85	87	16	107	81	86
Cc1cc(C(=O)Nc2c(F)c(F)c(F)c(F)c2F)n(-c2ccccc2)n1	96	0	102	102	5	91	98	100
Cc1nn(-c2ccccc2)c(N2CCCC2)c1/C=N/NC(=S)Nc1ccc(F)cc1	97	0	101	97	2	85	111	103
CC(C)OCCCNC(=O)c1ccc(CS(=O)(=O)Cc2ccccc2F)o1	97	3	95	93	14	106	97	96
CCCC(C)C(=O)Nc1ccc(Cl)cc1Cl (stereo unspecified)	98	1	97	101	15	82	106	104
CCOc1ccc(C(=O)NCCc2ccccc2)cc1	107	0	104	97	-1	91	99	97
Cc1cc2c(cc1S(=O)(=O)Nc1cccc(C)c1C)n(C)c(=O)c(=O)n2C	103	3	96	96	28	120	102	97
Cc1cccc(N2CCN(S(=O)(=O)c3ccc4c(c3)CCC(=O)N4)CC2C)c1 (stereo unspecified)	106	0	102	111	-1	98	104	105
CC(C)(C)CC(=O)Nc1cccc2c1CCCC2	100	0	105	112	1	123	99	104
Cc1cccc(C(=O)NNC(=O)c2ccc(-c3ccccc3)cc2)c1	117	0	98	124	0	87	105	41
COC(=O)c1ccc2c(=O)n3c(nc2c1)SCC(c1ccccc1)=N3	91	3	101	87	30	103	97	104
C=CCn1c(SCC(=O)Nc2sc(C)c(C)c2C(=O)OCC)nnc1-c1sc(N)nc1C	97	2	101	98	-7	107	98	101
C=CCNC(=O)c1cc2c(=O)n3cccc(C)c3nc2s1	107	2	101	105	-1	96	94	99
O=C(/C=C/c1ccc(S(=O)(=O)NCc2ccco2)cc1)NCc1ccccc1Cl	103	1	100	101	12	97	96	99
N/C(CS(=O)(=O)c1ccccc1)=N\OC(=O)c1ccc(F)cc1	95	7	98	109	-5	111	88	98
CSCc1c(C(=O)NCCc2ccccn2)oc2ccccc12	103	0	103	103	-1	99	97	97
O=c1cc(-c2ccc(Cl)cc2)nc(N2CCN(c3ccccc3)CC2)[nH]1	111	0	103	106	-2	104	96	106
CCC1(CC)NC(=O)N(CC(=O)Nc2ccc(-n3cnnn3)cc2)C1=O	102	0	99	97	-4	89	100	102
COc1ccccc1CNC(=S)NCc1ccc(F)cc1	81	3	99	100	26	94	92	99
Cc1ccc(C)c(OCC(=O)Nc2nc3ccc([N+](=O)[O-])cc3s2)c1C	97	1	97	99	-8	105	94	98
CN(C)C(=O)Oc1ccc[n+](C)c1	89	1	97	86	4	104	111	86
O=C(NC(=S)NCCO)c1sc2ccccc2c1Cl	105	0	99	106	-1	106	111	101
CCc1ccc(NC(=S)N2CCCC2)cc1	104	0	112	95	12	108	75	96
CC(=O)c1cccc(NC(=O)Nc2csc3c2CCCC3)c1	106	0	103	94	-5	92	102	98
O=C(N/N=C/c1ccc(Cl)cc1)c1cc(-c2cccnc2)nc2ccccc12	105	0	100	94	50*	99	91	107
COc1cc2cc(NC(C)=O)cc(NCc3ccccc3)c2cc1OC	108	0	96	103	-4	111	92	96
O=C(COC(=O)Cc1ccsc1)Nc1cccc(F)c1	105	0	101	99	8	99	103	100
COC(=O)CCC(=O)c1ccn(S(=O)(=O)c2ccccc2)c1	117	3	108	108	-8	89	102	100
O=c1c2cc(Br)ccc2nc(-c2ccc(Cl)cc2)n1O	94	4	103	95	-5	118	95	105
Cn1c(=O)n(C)c2cc(NC(=O)c3ccccc3NS(C)(=O)=O)ccc21	100	1	103	96	2	94	88	97
Cc1nc(CN2CCN(C(=O)CCc3nnc(Cc4c[nH]c5ccccc45)o3)CC2)cs1	99	0	106	103	3	92	100	108
CC(=O)NC1CC2CCCC(C1)N2S(=O)(=O)c1cccc(F)c1 (stereo unspecified)	100	3	105	108	-4	90	94	112
Cc1ccc(-c2cc(C(=O)Nc3cccnc3)[nH]n2)c(O)c1C	105	1	101	103	-2	96	104	108
COc1cc(C(=O)Nc2ccc(N(C)C)cc2)cc(OC)c1OC	119	1	91	115	22	102	118	113
O=C(NNS(=O)(=O)c1ccccc1[N+](=O)[O-])c1cccnc1	100	0	101	100	13	124	94	107
CC(=O)c1ccc(NC(=O)N2CCc3ccccc3C2)cc1	109	3	106	98	-3	101	104	91
CCCCSC1=N/C(=C/c2ccsc2)C(=O)N1c1ccccc1	96	2	100	95	8	96	103	99
COCCCN1C(=O)c2[nH]nc(-c3ccccc3O)c2C1c1ccc(Cl)cc1 (stereo unspecified)	98	0	96	105	7	100	96	103
Cn1c(CCNC(=O)c2ccco2)nc2cc(NS(=O)(=O)c3ccc(Cl)cc3)ccc21	94	2	93	85	10	93	93	95
O=C1NC(=O)c2cc([N+](=O)[O-])cc3cccc1c23	168	6	85	98	-6	93	118	50
O=C(NCC1(N2CCOCC2)CCCCC1)c1cccc(S(=O)(=O)Nc2ccc(F)cc2)c1	91	0	93	101	8	92	96	96
COCCNC(=O)c1onc(CSc2ccc(F)c(F)c2)c1C(=O)O	104	17	99	102	-1	101	98	103
Cc1nnc(SCC(=O)N2CC(C)OC(C)C2)n1-c1ccccc1 (stereo unspecified)	103	2	113	114	6	97	93	101
c1cc(CNCC2CCCO2)ccn1 (stereo unspecified)	103	5	101	99	2	115	96	98
CSc1ncccc1C(=O)NCC(c1cccs1)N1CCOCC1 (stereo unspecified)	93	0	91	96	12	96	91	93
Cc1cccc(NC(=O)CCc2c(C)nn(-c3ccc(N4CCOCC4)nn3)c2C)c1	106	0	99	105	-25	94	105	101
O/N=C1\CCCc2ccccc21	92	0	85	x	1	90	81	88
COc1ccc(-n2c(/C=C3\C(=O)N(C)c4ccccc43)nc3ccccc3c2=O)cc1	91	1	96	99	4	79	93	101
CCCCSc1nnc(-c2ccccc2)c2ccccc12	98	0	100	96	3	96	92	97
Cc1cc(Br)ccc1NC(=O)c1ccco1	96	8	94	99	-12	90	82	90
